GalR3 antagonist = blocks the human galanin receptor 3; AID 651719; HEK293 GalR3-CNG cAMP membrane potential fluorescence; galR3 body fused to GalR1 C-terminus; 360,000 tested, 0.44% active; inhibition, % at 3 µM;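 active means inhibition above the screen-wide average plus 3 SD, cut at about 13% in these data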;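 further: forskolin and galanin both at EC90 stimulate the cells; cAMP rise reported by CNG channel membrane potential dye signal; 0% = forskolin plus galanin with DMSO and 100% = forskolin alone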
Target sequence (O60755 1-299 limits assumed): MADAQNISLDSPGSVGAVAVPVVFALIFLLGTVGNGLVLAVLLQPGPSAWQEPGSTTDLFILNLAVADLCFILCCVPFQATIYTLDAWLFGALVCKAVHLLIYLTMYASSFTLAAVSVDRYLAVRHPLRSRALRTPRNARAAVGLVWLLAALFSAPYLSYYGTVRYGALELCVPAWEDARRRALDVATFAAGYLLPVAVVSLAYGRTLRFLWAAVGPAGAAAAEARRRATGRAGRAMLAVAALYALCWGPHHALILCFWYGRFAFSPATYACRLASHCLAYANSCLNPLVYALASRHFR
p-CIP stab down = p/CIP protein destabilization; Q05BA5; F442A p/CIP-EGFP cells, EGFP fluorescence, 16 h; decrease of EGFP signal, % at 10 µM; 290,000 tested, 0.01% active;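 active means EGFP signal decrease of at least 30% at 10 µM or well 3 SD below plate mean, unless failing retest; inactive means the rest, including hits failing retest or dose response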; further: some compounds called inactive have numbers as strong as hits; many of its hits are not listed in these tables
M4 PAM = CHRM4 positive allosteric modulation; P08173; CHO-K1 hM4/Gqi5, Fluo-8 calcium fluorescence, ACh EC20; 0% = ACh EC20, 100% = maximal ACh; activation, % at 3 µM; 360,000 tested, 0.4% active;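 active means activation above its plate's cutoff, the mean activation of sample wells plus 3 SD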; further: some results filed as inactive read as strong as hits
Target sequence (P08173 whole entry, looked up): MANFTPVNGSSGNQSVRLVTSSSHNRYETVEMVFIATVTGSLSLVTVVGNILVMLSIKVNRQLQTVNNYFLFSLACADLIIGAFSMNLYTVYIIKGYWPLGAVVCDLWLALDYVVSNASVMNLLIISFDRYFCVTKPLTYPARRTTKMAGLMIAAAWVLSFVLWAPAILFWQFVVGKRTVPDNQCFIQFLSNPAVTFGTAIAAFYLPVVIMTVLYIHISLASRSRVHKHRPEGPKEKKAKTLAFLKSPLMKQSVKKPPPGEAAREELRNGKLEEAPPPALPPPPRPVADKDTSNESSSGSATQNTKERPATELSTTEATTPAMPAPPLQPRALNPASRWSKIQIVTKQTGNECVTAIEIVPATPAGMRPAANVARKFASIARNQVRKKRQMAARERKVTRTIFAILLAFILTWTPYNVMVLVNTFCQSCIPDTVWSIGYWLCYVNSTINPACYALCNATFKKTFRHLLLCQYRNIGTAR
CRFBP-R2 agonist = CRF-BP/CRF-R2 complex agonism; activation, % at 13.2 µM; 350,000 tested, 0.46% active; HEK293 CRF-R2/CRF-BP, calcium dye fluorescence (FLIPR); percent of saturating CRF peptide response;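 active means activation of at least 50%, plus an integration ratio under a set limit after plate pattern correction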;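 further: plate controls were neutral control wells without compound for no effect and CRF at EC100 for full effect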
PHOSPHO1 block = PHOSPHO1 (human) inhibition | recombinant PHOSPHO1, absorbance phosphatase assay | AID 1565 | Q8TCT1 | 290,000 tested, 1.1% active | inhibition, % at 13.3 µM; in the data active means inhibition above about 60%
Target sequence (Q8TCT1 whole entry, looked up): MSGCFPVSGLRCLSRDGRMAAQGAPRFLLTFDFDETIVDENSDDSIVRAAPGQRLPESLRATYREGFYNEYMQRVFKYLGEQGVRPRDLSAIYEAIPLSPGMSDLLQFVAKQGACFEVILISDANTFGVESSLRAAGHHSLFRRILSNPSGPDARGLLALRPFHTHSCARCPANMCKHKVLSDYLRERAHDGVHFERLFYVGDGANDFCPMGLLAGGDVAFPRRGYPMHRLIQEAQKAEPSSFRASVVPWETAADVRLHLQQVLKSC
CRFR2-BP antag = CRF-BP/CRF-R2 complex antagonism; HEK293 CRF-R2/CRF-BP, CRF-induced calcium fluorescence; inhibition, % at 11.8 µM; 350,000 tested, 0.59% active;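 active means inhibition of the ligand-induced calcium signal above about 50% at the single tested concentration, limit read from the data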
IDE cell activ = activators of human insulin-degrading enzyme in cells; activation, % at 5.96 µM; HEK cells, FAbeta-B cleavage, fluorescence polarization; 0% vehicle, 100% cell-free pure enzyme wells; 340,000 tested, 0.073% active;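 active means activation above the mean of all tested compounds plus 3 SD, set per screening campaign, cut at about 17% in these data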
MEKK3 PB1 HTS = MEKK3-MEK5 PB1 interaction, increase or decrease. Q99759. bead-based flow cytometry, Alexa488-MEK5 binding to MEKK3; actives lie on both sides; 0 = blocked by unlabeled MEK5, 100 = vehicle. binding response (% of control), % at 10 µM. 290,000 tested, 1.4% active;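 active means binding response more than 3 SD above or below the average of its plate-row segment, actives on both sides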;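 further: Alexa488 bead fluorescence after subtracting the streptavidin-only scavenger bead signal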
IDE inh = inhibits human insulin-degrading enzyme in HEK cells. 320,000 tested, 0.41% active. AID 434962. inhibition, % at 5.59 µM. FAbetaB cleavage, fluorescence polarization. P14735;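 active means percent inhibition above the average of all tested compounds plus 3 SD, set per screening campaign, cut at about 16% in these data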;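 further: IDE supplied by intact live HEK cells; FP after avidin binding of uncleaved biotin substrate so inhibition keeps polarization high; 0% = DMSO wells and 100% = 60 µM reference IDE inhibitor Ii1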
Active calls of the source: *.

`CCOc1c(Br)cc(C2NC(=O)CCC2[N+](=O)[O-])cc1OC` (stereo unspecified) gave GalR3 antagonist -12, p-CIP stab down -7, M4 PAM 2, CRFBP-R2 agonist -0.1, PHOSPHO1 block 20, CRFR2-BP antag 9, IDE cell activ 4, MEKK3 PB1 HTS 100 and IDE inh 4.
O=C(Nc1ccccc1)C1(c2ccccc2)CC1(Cl)Cl (stereo unspecified) was read as GalR3 antagonist -5, p-CIP stab down 3, M4 PAM -9, CRFBP-R2 agonist -1.5, PHOSPHO1 block -11, CRFR2-BP antag -17, IDE cell activ 2, MEKK3 PB1 HTS 91 and IDE inh -1.
COC(=O)c1ccc(OCC(O)CN2C(=O)c3ccccc3C2=O)cc1 (stereo unspecified) was read as GalR3 antagonist -6, p-CIP stab down -9, M4 PAM -3, CRFBP-R2 agonist -0.8, PHOSPHO1 block 33, CRFR2-BP antag -6, IDE cell activ -4, MEKK3 PB1 HTS 100 and IDE inh 4.
For COc1ccc(C(=O)O)cc1S(=O)(=O)NCc1ccncc1 the results were GalR3 antagonist -6, M4 PAM 3, CRFBP-R2 agonist 4.9, CRFR2-BP antag 4, IDE cell activ 5 and IDE inh 3.
`C=CCN1CC(C)/C(=N\O)CC1C` (stereo unspecified) gave GalR3 antagonist -4, p-CIP stab down 2, M4 PAM -4, CRFBP-R2 agonist -0.5, PHOSPHO1 block 15, CRFR2-BP antag -1, IDE cell activ 2, MEKK3 PB1 HTS 87 and IDE inh 2.
`COC(=O)c1sc2nc(C)nc(SCC(=O)N3CCC(C(=O)O)CC3)c2c1C` gave GalR3 antagonist -6, p-CIP stab down -1, M4 PAM -1, CRFBP-R2 agonist 0.2, PHOSPHO1 block 20, CRFR2-BP antag 5, IDE cell activ -2 and IDE inh 0.
For CNC(=O)c1c(NC(=O)c2ccc(S(=O)(=O)N3CCCc4ccccc43)cc2)sc2c1CCN(C)C2 the results were GalR3 antagonist -1, p-CIP stab down -57, M4 PAM 0, CRFBP-R2 agonist 159*, PHOSPHO1 block 27, CRFR2-BP antag -128, IDE cell activ -4, MEKK3 PB1 HTS 97 and IDE inh 1.
Screening CCCCc1ccc(S(=O)(=O)N2CCC3(CC2)OCCO3)cc1 returned GalR3 antagonist -3, p-CIP stab down 12, M4 PAM -10, CRFBP-R2 agonist -0.3, PHOSPHO1 block 32, CRFR2-BP antag 0, IDE cell activ -2, MEKK3 PB1 HTS 104 and IDE inh 3.
CCOC(=O)C(NC(=O)c1ccccc1)=C(C)C was read as GalR3 antagonist -3, p-CIP stab down -8, M4 PAM 0, CRFBP-R2 agonist -1.1, PHOSPHO1 block -4, CRFR2-BP antag 11, IDE cell activ 4, MEKK3 PB1 HTS 103 and IDE inh 1.
`COC(=O)c1cccc(S(=O)(=O)N2CCC(n3nnc4cc(F)ccc43)CC2)c1` gave GalR3 antagonist -2, p-CIP stab down -9, M4 PAM -4, CRFBP-R2 agonist 1.6, PHOSPHO1 block 39, CRFR2-BP antag -30, IDE cell activ 1, MEKK3 PB1 HTS 97 and IDE inh 7.
Cc1ccc(C(=O)NNC(=O)CSc2nnc3c(n2)[nH]c2ccc(F)cc23)cc1 was read as GalR3 antagonist -3, p-CIP stab down -6, M4 PAM 9, CRFBP-R2 agonist -1.3, PHOSPHO1 block 20, CRFR2-BP antag 10, IDE cell activ -2, MEKK3 PB1 HTS 99 and IDE inh 7.
For Fc1ccc(-n2cc(CNCCc3ccncc3)c(-c3ccccc3Cl)n2)cc1 the results were GalR3 antagonist -3, p-CIP stab down 4, M4 PAM 5, CRFBP-R2 agonist -2.0, PHOSPHO1 block 19, CRFR2-BP antag -9, IDE cell activ -1, MEKK3 PB1 HTS 99 and IDE inh 5.
CCCCOc1cccc(/C=C(\C#N)C(=O)NC2CC2)c1 was read as GalR3 antagonist -3, p-CIP stab down -5, M4 PAM -4, CRFBP-R2 agonist 0.0, PHOSPHO1 block 1, CRFR2-BP antag -28, IDE cell activ 4, MEKK3 PB1 HTS 108 and IDE inh 4.
Cc1ccc(-n2nc3c(=O)n(CC(=O)NC4CCCCC4)nc(C)c3c2C)cc1 was read as GalR3 antagonist 5, p-CIP stab down -14, M4 PAM -2, CRFBP-R2 agonist -0.7, PHOSPHO1 block 36, CRFR2-BP antag -2, IDE cell activ 4, MEKK3 PB1 HTS 104 and IDE inh -3.
For C[C@@H]1CN([C@H](C)CO)S(=O)(=O)c2ccc(Br)cc2O[C@H]1CN(C)C(=O)Nc1ccc(F)cc1 the results were GalR3 antagonist -6, M4 PAM 2, CRFBP-R2 agonist -1.2 and CRFR2-BP antag -6.
O=C1NC(=Nc2ccccc2Cl)SC1(CO)CO was read as GalR3 antagonist -7, p-CIP stab down 6, M4 PAM -4, CRFBP-R2 agonist 0.9, PHOSPHO1 block 29, CRFR2-BP antag 1, IDE cell activ 0 and MEKK3 PB1 HTS 104.
CC(C)c1ccc(NC(=O)C(c2ccccc2)N(C)C(=O)c2cnccn2)cc1 (stereo unspecified) was read as GalR3 antagonist -4, p-CIP stab down 4, M4 PAM 3, CRFBP-R2 agonist 3.7, PHOSPHO1 block -17, CRFR2-BP antag -32, IDE cell activ 6, MEKK3 PB1 HTS 93 and IDE inh -2.
For Cn1c(=O)c2[nH]cnc2n(-c2ccccc2)c1=O the results were GalR3 antagonist 1, p-CIP stab down -4, M4 PAM -3, CRFBP-R2 agonist 1.3, PHOSPHO1 block -3, CRFR2-BP antag -3, IDE cell activ -3, MEKK3 PB1 HTS 103 and IDE inh 1.
Screening O=C(Cn1nc(-c2ccccc2)c2ccccc2c1=O)NCCN1CCOCC1 returned GalR3 antagonist -3, p-CIP stab down -4, M4 PAM 1, CRFBP-R2 agonist -0.8, PHOSPHO1 block 37, CRFR2-BP antag 17, IDE cell activ 8, MEKK3 PB1 HTS 108 and IDE inh 0.
Screening COc1ccc(OCc2nnc(SCC(=O)Nc3ccccc3C#N)o2)cc1 returned GalR3 antagonist 4, p-CIP stab down 1, M4 PAM -2, CRFBP-R2 agonist -0.6, PHOSPHO1 block 28, CRFR2-BP antag 4, IDE cell activ 3, MEKK3 PB1 HTS 95 and IDE inh 3.
`CCc1cccc(NC(=O)c2ccc(NS(=O)(=O)c3c(C)noc3C)cc2)c1` gave GalR3 antagonist -2, p-CIP stab down -6, M4 PAM -1, CRFBP-R2 agonist -0.9, PHOSPHO1 block 18, CRFR2-BP antag -10, IDE cell activ -2, MEKK3 PB1 HTS 102 and IDE inh 2.
Screening O=C(Cc1cccs1)NCc1ccc(F)cc1 returned GalR3 antagonist -6, p-CIP stab down 0, M4 PAM 4, CRFBP-R2 agonist -1.7, PHOSPHO1 block 41, CRFR2-BP antag 28, IDE cell activ 2, MEKK3 PB1 HTS 99 and IDE inh 6.
CCNC(=O)C/C(C)=N/NC(=O)C1CCCCC1 was read as GalR3 antagonist 4, p-CIP stab down 11, M4 PAM -3, CRFBP-R2 agonist -1.7, PHOSPHO1 block -7, CRFR2-BP antag -2, IDE cell activ 3, MEKK3 PB1 HTS 116 and IDE inh -5.
`FC(F)(F)c1cccc(-c2ccc(/C=N/Nc3nncc(-c4ccccc4)n3)o2)c1` gave GalR3 antagonist 1, p-CIP stab down -6, M4 PAM -6, CRFBP-R2 agonist -0.3, PHOSPHO1 block 6, CRFR2-BP antag -14, IDE cell activ 7, MEKK3 PB1 HTS 105 and IDE inh 0.
For CCN(C(=O)CSc1nnc(CNc2cccc(OC)c2)n1C1CCCCC1)C1CCS(=O)(=O)C1 (stereo unspecified) the results were GalR3 antagonist -3, p-CIP stab down -7, M4 PAM 11, CRFBP-R2 agonist 0.3, PHOSPHO1 block 28, CRFR2-BP antag 1, IDE cell activ 1, MEKK3 PB1 HTS 98 and IDE inh 3.
Cc1ccc2oc(C(=O)N3CCN(CC(=O)NC(C)C)CC3)c(C)c2c1 was read as GalR3 antagonist -3, p-CIP stab down -22, M4 PAM -2, CRFBP-R2 agonist 0.3, PHOSPHO1 block 8, CRFR2-BP antag -1, IDE cell activ 0, MEKK3 PB1 HTS 96 and IDE inh 8.
`COC(=O)C(Cc1ccc(O)cc1)NC(=O)CCNC(=O)c1ccco1` (stereo unspecified) gave GalR3 antagonist -10, p-CIP stab down -6, M4 PAM 4, CRFBP-R2 agonist -0.1, PHOSPHO1 block 26, CRFR2-BP antag -9, IDE cell activ 4, MEKK3 PB1 HTS 101 and IDE inh -5.
For CCOC(=O)CN1C(=O)S/C(=C\c2ccc(-c3ccc(C(=O)O)c(Cl)c3)o2)C1=O the results were GalR3 antagonist -7, p-CIP stab down -12, M4 PAM -1, CRFBP-R2 agonist 1.8, PHOSPHO1 block 29, CRFR2-BP antag 7, IDE cell activ 2, MEKK3 PB1 HTS 96 and IDE inh -3.
For O=C(COc1ccc(Cl)cc1Cl)N/N=C/C1CC=CCC1 (stereo unspecified) the results were GalR3 antagonist 4, p-CIP stab down -7, M4 PAM -4, CRFBP-R2 agonist -0.1, PHOSPHO1 block 25, CRFR2-BP antag -13, IDE cell activ -3, MEKK3 PB1 HTS 103 and IDE inh -1.
Screening CCOc1ccc(-c2cccc(NC(=O)COc3ccccc3)c2)nn1 returned p-CIP stab down -16, M4 PAM -4, CRFBP-R2 agonist 0.1, PHOSPHO1 block 22, CRFR2-BP antag 5, IDE cell activ 2, MEKK3 PB1 HTS 102 and IDE inh 6.
CCOC(=O)c1cc[nH]c1CC(=O)NC was read as GalR3 antagonist -3, p-CIP stab down -1, M4 PAM 3, CRFBP-R2 agonist -0.5, PHOSPHO1 block 30, CRFR2-BP antag -10, IDE cell activ 2, MEKK3 PB1 HTS 106 and IDE inh 2.
Cc1ccc2nc(-c3ccncc3)c(NC3CCCC3)n2c1 was read as GalR3 antagonist -5, p-CIP stab down 0, M4 PAM 0, CRFBP-R2 agonist -0.5, PHOSPHO1 block 12, CRFR2-BP antag -5, IDE cell activ 1, MEKK3 PB1 HTS 70 and IDE inh -3.
For CN(C(=O)COC(=O)CSc1cc(Cl)ccc1Cl)c1c(N)n(Cc2ccccc2)c(=O)[nH]c1=O the results were GalR3 antagonist -4, M4 PAM 0, CRFBP-R2 agonist 1.4, CRFR2-BP antag 4, IDE cell activ 1 and IDE inh 8.
O=C(O)c1cc(-c2ccccc2Cl)n[nH]1 was read as GalR3 antagonist -1, p-CIP stab down 6, M4 PAM 10, CRFBP-R2 agonist -0.5, PHOSPHO1 block 4, CRFR2-BP antag -1, IDE cell activ 7, MEKK3 PB1 HTS 102 and IDE inh 6.
Screening COc1ccccc1C(=O)OCCN1CCOCC1 returned GalR3 antagonist -7, p-CIP stab down -2, M4 PAM 7, CRFBP-R2 agonist -1.1, PHOSPHO1 block 20, CRFR2-BP antag 6, IDE cell activ 1, MEKK3 PB1 HTS 97 and IDE inh -3.
Screening CCOCCCn1c(NN)nc2ccccc2c1=O returned GalR3 antagonist -4, p-CIP stab down 5, M4 PAM 1, CRFBP-R2 agonist -3.4, PHOSPHO1 block 2, CRFR2-BP antag -9, IDE cell activ 2, MEKK3 PB1 HTS 96 and IDE inh 1.
`O=C(CN(Cc1ccc(Br)cc1)S(=O)(=O)c1ccccc1)NCc1ccccn1` gave GalR3 antagonist 2, p-CIP stab down -9, M4 PAM -4, CRFBP-R2 agonist 0.3, PHOSPHO1 block 14, CRFR2-BP antag 1, IDE cell activ 4, MEKK3 PB1 HTS 104 and IDE inh 5.

Screening data (PubChem BioAssay)
